Source: PubChem BioAssay
SIRT5 block = inhibitors of human sirtuin-5 desuccinylase. 330,000 compounds, 1.1% hits. Purified SirT5, succinyl-peptide AMC, trypsin-coupled fluorescence. Q9NXA8. inhibition, % at 15 µM. AID 652115; in the data active = inhibition above about 15%
Target sequence (Q9NXA8 whole entry, looked up): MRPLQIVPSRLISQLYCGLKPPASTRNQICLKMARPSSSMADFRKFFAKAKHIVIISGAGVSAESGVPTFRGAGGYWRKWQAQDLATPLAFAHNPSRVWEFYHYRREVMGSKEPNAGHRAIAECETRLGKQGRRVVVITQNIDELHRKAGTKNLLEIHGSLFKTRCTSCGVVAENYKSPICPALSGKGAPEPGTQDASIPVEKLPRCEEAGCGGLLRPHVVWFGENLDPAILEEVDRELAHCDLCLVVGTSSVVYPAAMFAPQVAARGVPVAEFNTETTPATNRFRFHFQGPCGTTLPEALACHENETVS
esBAF inh = blocks esBAF chromatin remodeling in mouse ES cells; Bmi1-luciferase knock-in reporter, 24 h; 100% = twice the neutral-well signal; 350,000 compounds, 2% hits; reporter increase, % at 12.5 µM; in the data active = activation above about 40%;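 also: 0% = median of the plate's neutral control wells and 100% = double that signal; a rise in the Bmi1 reporter signal indicates esBAF inhibition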
Cneo AK release = causes C. neoformans cell lysis | adenylate kinase release luminescence, 4 h; normalised: neutral wells 0, clomiphene wells 100 | lysis activity, % at 15 µM | 360,000 compounds, 0.2% hits | AID 651654;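 active = mean lysis activity across replicates of at least 80%, whatever share of replicates individually reach that level; inactive = mean lysis activity below 80%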
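Assay system: log-phase C. neoformans yeast / Quantity: yeast cell density of 5 × 10^6 cells/mL / Medium: fresh YPD growth medium / Compound: single dose / Timing: static 4 h at 37 °C with compound, 1 h detection / Measured by: adenylate kinase release luminescence / Read-out: lysis from increased AK signal / Benchmarks: Clomiphene as positive lysis control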
miR122 inh = inhibitors of miR-122 in Huh7 cells. Huh7 miR-122 Renilla luciferase sensor, 48 h; neutral wells = 0, positive control = 100. AID 602342. 340,000 compounds, 0.3% hits. activation (reporter increase), % at 12.5 µM;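 active = mean replicate activation score at least 90 and every replicate individually at or above 90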;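 also: higher luciferase means less miR-122 activity so hits act as miR-122 inhibitors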
ERp5 inh = blocks human ERp5 reductase activity on insulin; inhibition, % at 9.99 µM; 350,000 compounds, 0.05% hits; ERp5 insulin aggregation, absorbance 650 nm, 90 min; AID 651711; Q15084;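 active = mean replicate inhibition above about 25%, with every replicate also reaching it, limit read from the data, passing the limit was not always enough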
Target sequence (Q15084 whole entry, looked up): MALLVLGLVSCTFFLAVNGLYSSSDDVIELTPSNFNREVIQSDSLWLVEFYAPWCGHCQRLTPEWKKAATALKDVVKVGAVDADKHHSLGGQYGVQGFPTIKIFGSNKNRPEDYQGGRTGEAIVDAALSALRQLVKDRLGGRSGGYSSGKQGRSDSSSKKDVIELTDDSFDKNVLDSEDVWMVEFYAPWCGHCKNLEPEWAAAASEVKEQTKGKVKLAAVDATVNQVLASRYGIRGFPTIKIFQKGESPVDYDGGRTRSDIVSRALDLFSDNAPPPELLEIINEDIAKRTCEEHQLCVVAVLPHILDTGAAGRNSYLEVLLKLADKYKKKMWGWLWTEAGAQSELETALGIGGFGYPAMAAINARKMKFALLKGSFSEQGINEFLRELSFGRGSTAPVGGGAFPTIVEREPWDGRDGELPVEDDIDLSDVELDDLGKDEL
Statin myotox sup = suppression of simvastatin myotoxicity. C2C12 myotubes + simvastatin, ATP luminescence, 48 h; scaled: DMSO 0, geranylgeraniol control 100. rescue of ATP level, % at 7.49 µM. 330,000 compounds, 0.78% hits. AID 602340;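 active = mean ATP rescue above about 67%, or every replicate alone reaching that limit, limit read from the data, passing the limit was not always enough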;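 also: myotubes were challenged with 10 µM simvastatin during compound exposure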
ARNT TACC3 PPI = disruptors of human ARNT/TACC3 interaction; inhibition, % at 9.99 µM; Q9Y6A5; 390,000 compounds, 0.66% hits; AlphaScreen His-ARNT PAS-B/GST-TACC3 binding, luminescence; TACC3 fragment carries E629A point mutation;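 active = mean inhibition of replicates at least 50% and at least half of replicates each reaching 50%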;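 also: 0% = complete ARNT plus TACC3 wells and 100% = ARNT alone without TACC3; many hits fall short of the cut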
The depositor's hits bear a star; nt = no result given; & = joins results of further samples; [ ] = dose if it differs, or a comment.

SMILES	SIRT5 block	esBAF inh	Cneo AK release	miR122 inh	ERp5 inh	Statin myotox sup	ARNT TACC3 PPI
O=c1c2ccccc2nc(SCc2nnc(-c3ccccc3)o2)n1-c1ccccc1	-1	-6	0	nt	1	48	-1
CC1CCN(S(=O)(=O)c2ccc3c(c2)N(CC(=O)N(C)Cc2ccco2)C(=O)CO3)CC1	-2	4	7	-2	-4	-4	3
O=C([C@@H]1[C@@H](CO)[C@@H]2Cn3c(ccc(-c4ccc(F)cc4)c3=O)[C@H]1N2)N1CCCCC1	-28	5	-3	-3[16.7 µM]	1	-5	-1
CSCCC(=O)NC1CCCN(CCc2ccccc2)C1 (stereo not drawn)	-4	0	3	-1	-2	-13	0
CCN1C(=O)C(CC(=O)Nc2ccc(F)cc2)N(Cc2ccco2)C1=S (stereo not drawn)	-4	-5	0	nt	1	nt	-14
Cc1cc(C)c(C(=O)CN2C(=O)C(=O)N(C3CCCC3)C2=O)cc1C	-3	11	-1	-8	-5	0	1
COc1cccc(NC(=O)CN(C)C(=O)CCCc2c[nH]c3ccccc23)c1	-5	-7	-2	5	1	3	-1
CCN1C(=O)/C(=C/c2ccc(C)s2)NC1=S	nt	nt	7	1	nt	nt	8
O=C(CCC1CCN(C(=O)c2cncs2)CC1)Nc1ccccc1	-2	0	-3	-1	1	5	-2
CC(C)CNC(=O)c1c(N)n(/N=C/c2ccccn2)c2nc3ccccc3nc12	nt	-9	1	2	nt	-7	2
CC(C)C#Cc1ccc2c(c1)O[C@H](CN(C)C(=O)c1ccccn1)[C@H](C)CN([C@@H](C)CO)S2(=O)=O	-1	4	4	-6[16.7 µM]	-2	-21	1
C[C@H](CO)N1C[C@H](C)[C@H](CN(C)S(=O)(=O)c2ccccc2)OCCCC[C@H](C)Oc2ccc(NS(=O)(=O)c3ccc(Cl)cc3)cc2C1=O	15*	4	3	-9[16.7 µM]	-4	nt	23
Cc1onc(-c2ccccc2)c1C(=O)Nc1ccncc1	nt	-3	1	3	nt	3	38
COc1ccc(-c2cc(-c3cccnc3)c(C#N)c(N)n2)cc1	-6	nt	nt	nt	-8	nt	-10
COc1ccccc1C1C(C#N)=C(N)Oc2c1c(-c1ccccc1)nn2-c1ccccc1 (stereo not drawn)	nt	nt	4	2	nt	nt	2
N#Cc1ccccc1OCC(=O)NNC(=O)CNC(=O)c1ccc(Br)o1	1	-13	1	-10	4	0	-4
Cc1nc2cc(Cl)c(Cl)cc2n1-c1ccccn1	-8	-3	0	-5	10	3	8
COc1ccc(OC)c(-c2csc(N(Cc3ccco3)C(=O)c3cccs3)n2)c1	nt	3	-2	30	nt	nt	-4
O=C(Nc1ccccc1[N+](=O)[O-])c1cc2ccccc2nc1Cl	-9	nt	-2	-5	-4	nt	-6
O=C(Nc1ccccc1)[C@@H]1CC=C[C@@H]2CCN(Cc3ccccc3)C(=O)[C@@H]21	nt	0	1	-6	-4	18	-5
Cc1ccc(S(=O)(=O)N(C)C[C@@H]2Oc3c(NC(=O)Nc4c(C)noc4C)cccc3C(=O)N([C@H](C)CO)C[C@@H]2C)cc1	-2	-7	-2	1[16.7 µM]	-13	-8	-6
O=c1c2c3n(c(=S)nc2[nH]n1-c1ccccc1)CCCCC3	nt	-4	1	-11	nt	14	16
CN1C[C@@H]2[C@H](c3ccccc31)[C@@H](CO)N2C(=O)C1CC1	0	1	0	-10[16.7 µM]	-4	5	-3
C[C@H](CO)N1C[C@H](C)[C@@H](CN(C)Cc2ccncc2)Oc2c(NS(=O)(=O)c3ccc(F)cc3)cccc2C1=O	3	-6&-4	-1&-1	15[16.7 µM]	-4&-2	-5&1	-4&-6
COc1cc(C2Nc3ccc4ccccc4c3C3=C2C(=O)CC(C)(C)C3)ccc1OCC(=O)O (stereo not drawn)	-29	-1	-1	-5	4	3	-6

A second format for some results above.
SMILES | SIRT5 block | esBAF inh | Cneo AK release | miR122 inh | ERp5 inh | Statin myotox sup | ARNT TACC3 PPI
O=C([C@@H]1[C@@H](CO)[C@@H]2Cn3c(ccc(-c4ccc(F)cc4)c3=O)[C@H]1N2)N1CCCCC1 | -28 | 5 | -3 | -3[16.7 µM] | 1 | -5 | -1
CSCCC(=O)NC1CCCN(CCc2ccccc2)C1 (stereo not drawn) | -4 | 0 | 3 | -1 | -2 | -13 | 0
CCN1C(=O)C(CC(=O)Nc2ccc(F)cc2)N(Cc2ccco2)C1=S (stereo not drawn) | -4 | -5 | 0 | nt | 1 | nt | -14
Cc1cc(C)c(C(=O)CN2C(=O)C(=O)N(C3CCCC3)C2=O)cc1C | -3 | 11 | -1 | -8 | -5 | 0 | 1
COc1cccc(NC(=O)CN(C)C(=O)CCCc2c[nH]c3ccccc23)c1 | -5 | -7 | -2 | 5 | 1 | 3 | -1
CCN1C(=O)/C(=C/c2ccc(C)s2)NC1=S | nt | nt | 7 | 1 | nt | nt | 8
O=C(CCC1CCN(C(=O)c2cncs2)CC1)Nc1ccccc1 | -2 | 0 | -3 | -1 | 1 | 5 | -2
CC(C)CNC(=O)c1c(N)n(/N=C/c2ccccn2)c2nc3ccccc3nc12 | nt | -9 | 1 | 2 | nt | -7 | 2
CC(C)C#Cc1ccc2c(c1)O[C@H](CN(C)C(=O)c1ccccn1)[C@H](C)CN([C@@H](C)CO)S2(=O)=O | -1 | 4 | 4 | -6[16.7 µM] | -2 | -21 | 1
C[C@H](CO)N1C[C@H](C)[C@H](CN(C)S(=O)(=O)c2ccccc2)OCCCC[C@H](C)Oc2ccc(NS(=O)(=O)c3ccc(Cl)cc3)cc2C1=O | 15* | 4 | 3 | -9[16.7 µM] | -4 | nt | 23
Cc1onc(-c2ccccc2)c1C(=O)Nc1ccncc1 | nt | -3 | 1 | 3 | nt | 3 | 38
COc1ccc(-c2cc(-c3cccnc3)c(C#N)c(N)n2)cc1 | -6 | nt | nt | nt | -8 | nt | -10
COc1ccccc1C1C(C#N)=C(N)Oc2c1c(-c1ccccc1)nn2-c1ccccc1 (stereo not drawn) | nt | nt | 4 | 2 | nt | nt | 2
N#Cc1ccccc1OCC(=O)NNC(=O)CNC(=O)c1ccc(Br)o1 | 1 | -13 | 1 | -10 | 4 | 0 | -4

(more compounds)
SMILES	SIRT5 block	esBAF inh	Cneo AK release	miR122 inh	ERp5 inh	Statin myotox sup	ARNT TACC3 PPI
Cc1cccc(C)c1NC(=O)CSc1nnc(C)n1CC1CCCO1 (stereo not drawn)	-5	nt	nt	nt	-17	nt	-3
COc1ccc(N2CCN(C(=O)NCc3ccc(OC)c(Cl)c3)CC2)cc1	-2	nt	nt	-2	-5	nt	1
Cc1cccc(C)c1NC(=S)NN(Cc1ccccc1)c1ccccc1	nt	-1	2	6	nt	-61	3
COc1cccc(CNC(=O)c2nnn(CC(=O)Nc3ccc(C)c(C)c3)c2N)c1	nt	-7	2	-7	nt	-37	0
CC(C)C(=O)Nc1ccc2c(c1)C(=O)N(C)[C@H]1CC[C@@H](CC(=O)O)O[C@@H]1CO2	2	-3	-1	33[16.7 µM]	-1	18	1
CCOc1ccc(S(=O)(=O)Nc2ccc(C(=O)N/N=C/c3c(C)nn(-c4ccccc4)c3N3CCCC3)cc2)cc1	4	nt	nt	nt	-8	nt	-1
Cc1ccc(S(=O)(=O)N(C)C[C@H]2Oc3ncc(Br)cc3C(=O)N([C@H](C)CO)C[C@H]2C)cc1	-6	2	0	0[16.7 µM]	-4	-3	-8
CCOC(=O)C1CCCN(c2c(NCCCN(C)Cc3ccccc3)c(=O)c2=O)C1 (stereo not drawn)	nt	2	2	-4	nt	-4	-2
CCC1(CC)NC(=O)N(CC(=O)NCc2ccc3c(c2)OCO3)C1=O	nt	-11	0	7	nt	18	-1
O=C(CSc1nnc(COc2ccccc2)n1-c1ccccc1)c1cccs1	nt	9	3	nt	nt	17	1
Cc1noc(C)c1S(=O)(=O)Nc1ccc2c(c1)C(=O)N([C@H](C)CO)C[C@@H](C)[C@H](CN(C)C(=O)c1ccccc1)OCCCC[C@@H](C)O2	5	2	-15	-9[16.7 µM]	1	nt	-2
C[C@@H]1CCCCO[C@@H](CN(C)S(=O)(=O)c2ccc(F)cc2)[C@@H](C)CN([C@@H](C)CO)C(=O)c2cc(NC(=O)C3CCCCC3)ccc2O1	-1	14	47	3[16.7 µM]	4	nt	-2
COc1ccccc1-n1cnc2cc(C(=O)NCCCN3CCOCC3)ccc21	nt	3	0	-1	nt	nt	9
C[C@@H](NC(=O)[C@H]1[C@H](CO)[C@H]2Cn3c(cccc3=O)[C@H]2N1S(C)(=O)=O)c1ccccc1	3	0	2	nt	-1	5	0
COc1cc(C(=O)NCC(=O)OCc2ccc(F)cc2)cc(OC)c1OC	-1	-6	-1	-7	0	6	-3
CCN1CCN(S(=O)(=O)c2ccc(Cl)c(C(=O)NCc3ccco3)c2)CC1	1	nt	nt	nt	2	nt	0
CC(=O)/C(=N/Nc1ccc(Br)cc1)Sc1cccc2cccnc12	-2	nt	nt	nt	2	nt	16
Cc1[nH]c2ccc(C(=O)NCCCN3CCCC3)cc2c1C	-2	-7	1	-9	0	-6	0
COc1ccccc1NC(=O)CN(C)S(=O)(=O)c1cccc2cccnc12	1	-5	4	4	6	-4	-2
CNC(=O)c1cccc(NC(=O)CCCNC(=O)c2ccc(Cl)cc2)c1	-4	1	0	nt	5	4	0
COc1cc(C2NC(=O)NC(C)=C2C(=O)OC2CCCC(C)C2)ccc1O (stereo not drawn)	nt	5	-3	-6	nt	5	8
COC(=O)CN1C(=O)[C@H]2[C@@H](c3ccc(C)o3)N3C(=O)CN(CC4CC4)C(=O)[C@@]3(C)[C@H]2C1=O	-2	-7	7	7	-6	-1	-3
COC(=O)c1cc(NS(=O)(=O)c2ccc(N3CCCCCC3)c([N+](=O)[O-])c2)cc(C(=O)OC)c1	0	-7	6	nt	2	6	3
CC1(C)CC(=O)C=C(Nc2ccccc2F)C1	nt	6	1	-7	nt	5	-3
COC(=O)c1ccc(CNC(=O)C23CC4CC(CC(C4)C2)C3)cc1	-3	0	0	-7	0	-6	-2

Next part.
SMILES	SIRT5 block	esBAF inh	Cneo AK release	miR122 inh	ERp5 inh	Statin myotox sup	ARNT TACC3 PPI
COc1cc(C(=O)OCC(=O)N2CCC(Cc3ccccc3)CC2)cc(OC)c1OC	-3	-5	-2	0	1	-9	4
COc1cc(C)c(C)cc1S(=O)(=O)N1CCN(Cc2ccc3c(c2)OCO3)CC1	nt	-4	0	4	nt	33	-4
COC(=O)c1ccc(C(=O)OC)c(NC(=S)N2CCN(C(=O)C3CCCO3)CC2)c1 (stereo not drawn)	-1	nt	nt	nt	-10	nt	-7
COc1ccc(C(=O)NNC(=O)c2cccc(F)c2)cc1	-3	nt	nt	nt	3	nt	-8
CC1(OC(=O)CCc2ccccc2)C(=O)C=C2C=C(c3ccc(C#N)cc3)N(C3CCCCC3)C=C2C1=O (stereo not drawn)	nt	3	-5	nt	3	30	1
CCNC(=O)CC1C(=O)N(c2ccc(F)cc2)C(=O)N1Cc1ccc(OC)cc1 (stereo not drawn)	-7	1	2	0	6	-13	3
CC(Oc1ccc([N+](=O)[O-])cc1)C(=O)NCC1CCCO1 (stereo not drawn)	2	-2	-2	-1	0	2	-10
Cc1ccccc1-c1cnc(C(O)c2c(C)cccc2C)[nH]1 (stereo not drawn)	7	-1	-15	5	1	17	nt
Cc1ccc(CN2CC(C(=O)Nc3ccccc3N3CCCC3)CC2=O)cc1 (stereo not drawn)	-8	-1	6	nt	1	11	2
O=C(Cn1nnc(-c2ccc(S(=O)(=O)N3CCCC3)cc2)n1)Nc1ccccc1-n1cccc1	nt	-3	4	nt	nt	-3	-3
